Source: PubChem BioAssay
TLR9-MyD88 inh = TLR9-MyD88 interaction inhibition | Q9NR96+Q99836 | 340,000 compounds, 0.21% hits | CHO BLA complementation TLR9-MyD88, CCF4 FRET ratio | AID 504734 | inhibition, % at 4.98 µM;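 active means inhibition above the mean over all tested compounds plus 3 SD, cut at about 21% in these data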;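 further: 0% = DMSO only wells and 100% = clavulanate BLA inhibitor control wells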
C8 TRAIL sens = sensitizes caspase-8 expressing cells to TRAIL; NB7+C8 cells + TRAIL, ATPlite viability luminescence; inhibition (viability loss, TRAIL sensitization), % at 10 µM; 360,000 compounds, 1% hits;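 active means compounds causing at least 50% loss of cell viability in the single-dose screen, relative to plate controls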
NR5A2 inv ag = inverse agonists of human LRH-1 (NR5A2). 360,000 compounds, 0.13% hits. inhibition, % at 3.6 µM. O00482. HEK293T StAR-luciferase reporter, LRH-1 transfected, 24 h;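 active means inhibition above the mean inhibition of all tested compounds plus 3 SD, cut at about 73% in these data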;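 further: 0% = DMSO wells and 100% = reporter-only cells lacking LRH-1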
EBV LMP1 NFkB = inhibitors of Epstein-Barr LMP1-induced NF-kappaB reporter; LMP1-induced NF-kappaB luciferase reporter cells, luminescence; inhibition, % at 12.5 µM; 350,000 compounds, 0.69% hits; AID 504558; in the data active means inhibition above about 41%;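 further: 0% = neutral control wells and 100% = reference inhibitor control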
SRC3 inh = inhibitors of human steroid receptor coactivator 3 (SRC3); HEK293 GAL4-SRC3 luciferase reporter, luminescence; inhibition, % at 3.6 µM; 360,000 compounds, 0.17% hits; AID 588352;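 active means inhibition above a per-campaign cutoff, the mean of all compounds plus 3 SD, cut at about 60% in these data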;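 further: 0% = DMSO-treated cells and 100% = gossypol-treated cells at 36 µM; higher means less SRC3-driven luciferase light from the GAL4 reporter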
NCOA1 inh = inhibits human SRC1 coactivator. inhibition, % at 3.6 µM. Q15788. HEK293 GAL4-SRC1 luciferase reporter, luminescence. 360,000 compounds, 0.12% hits;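 active means inhibition above the campaign mean plus 3 SD, with each screening campaign given its own cutoff, cut at about 60% in these data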;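 further: 0% = DMSO treated cells and 100% = gossypol at 36 µM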
Target sequence (Q15788 whole entry, looked up, the tested form may be a part): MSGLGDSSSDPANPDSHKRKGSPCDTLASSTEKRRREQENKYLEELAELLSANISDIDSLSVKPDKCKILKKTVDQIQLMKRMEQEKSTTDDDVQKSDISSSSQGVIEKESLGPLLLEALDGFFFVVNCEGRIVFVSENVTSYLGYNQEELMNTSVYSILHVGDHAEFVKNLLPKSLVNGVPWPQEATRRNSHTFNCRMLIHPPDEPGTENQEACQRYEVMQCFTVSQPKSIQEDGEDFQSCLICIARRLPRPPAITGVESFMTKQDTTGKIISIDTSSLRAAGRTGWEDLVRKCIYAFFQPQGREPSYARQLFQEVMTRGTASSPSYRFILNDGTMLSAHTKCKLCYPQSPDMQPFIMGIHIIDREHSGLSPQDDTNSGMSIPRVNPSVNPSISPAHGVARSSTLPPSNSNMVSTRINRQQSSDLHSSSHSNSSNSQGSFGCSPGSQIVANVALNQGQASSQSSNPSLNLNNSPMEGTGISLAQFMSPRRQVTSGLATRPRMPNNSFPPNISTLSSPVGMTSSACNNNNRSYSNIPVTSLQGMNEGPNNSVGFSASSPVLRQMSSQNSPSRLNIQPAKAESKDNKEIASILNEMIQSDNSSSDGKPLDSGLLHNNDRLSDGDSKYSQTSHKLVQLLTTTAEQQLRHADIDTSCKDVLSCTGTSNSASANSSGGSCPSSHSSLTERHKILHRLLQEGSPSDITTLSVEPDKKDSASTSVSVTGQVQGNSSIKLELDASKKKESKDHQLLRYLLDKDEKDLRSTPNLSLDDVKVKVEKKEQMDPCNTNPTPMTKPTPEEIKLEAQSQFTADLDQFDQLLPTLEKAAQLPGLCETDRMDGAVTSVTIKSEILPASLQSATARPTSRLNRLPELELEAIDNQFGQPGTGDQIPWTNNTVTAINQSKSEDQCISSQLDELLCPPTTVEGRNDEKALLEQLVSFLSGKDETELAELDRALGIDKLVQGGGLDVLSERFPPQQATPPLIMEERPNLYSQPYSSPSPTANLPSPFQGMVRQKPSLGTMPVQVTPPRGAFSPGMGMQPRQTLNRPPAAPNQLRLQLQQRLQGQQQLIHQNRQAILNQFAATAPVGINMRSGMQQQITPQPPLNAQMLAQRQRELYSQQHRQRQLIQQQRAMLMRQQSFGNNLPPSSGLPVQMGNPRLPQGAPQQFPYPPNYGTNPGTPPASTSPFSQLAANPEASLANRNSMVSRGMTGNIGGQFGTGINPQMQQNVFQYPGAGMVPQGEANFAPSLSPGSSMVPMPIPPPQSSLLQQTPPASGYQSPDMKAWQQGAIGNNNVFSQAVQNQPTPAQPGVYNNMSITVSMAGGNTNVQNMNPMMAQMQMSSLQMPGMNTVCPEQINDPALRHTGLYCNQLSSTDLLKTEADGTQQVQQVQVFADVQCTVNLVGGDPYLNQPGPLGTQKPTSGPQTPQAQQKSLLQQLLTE
NCOA2 inhibitor = human SRC2 (NCOA2) inhibition. HEK293 GAL4-SRC2 luciferase reporter, luminescence. inhibition, % at 9 µM. 370,000 compounds, 0.17% hits;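 active means inhibition above the mean inhibition of all tested compounds plus 3 SD, set per campaign, cut at about 52% in these data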;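 further: 0% = DMSO treated cells and 100% = cells given Gossypol at 36 µM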
NOD2 RIPK2 PPI = NOD2-RIPK2 protein interaction inhibition; O43353; CHO BLA complementation NOD2-RIPK2, CCF4 ratio; inhibition, % at 4.98 µM; 360,000 compounds, 0.38% hits; in the data active means inhibition above about 21%;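 further: 0% = vehicle only and 100% = reference blocker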
NR2F2 inh = inhibitors of human COUP-TFII (NR2F2); P24468; HEK293T NGFI-A luciferase reporter, luminescence; inhibition, % at 8.6 µM; 370,000 compounds, 0.7% hits;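 active means inhibition above a per-plate cutoff, mean inhibition of test wells between control levels plus 3 SD, cut at about 38% in these data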;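 further: cells cotransfected with COUP-TFII expression vector driving the NGFI-A reporter; 0% = median of COUP-TF2 test wells and 100% = reporter-only cells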
Vif imaging = inhibitors of HIV Vif; HEK293T cells, Vif self-association by quenched fluorescence, imaging, 24 h; inhibition, % at 7.49 µM; 340,000 compounds, 0.35% hits; AID 602346; in the data active means inhibition above about 50%, passing the limit was not always enough; further: some results filed as inactive read as strong as hits
TROY NFkB inh = TROY signaling inhibition; Q293 LMP1-TROYcd NF-kB luciferase reporter, 4 h; inhibition, % at 10 µM; 360,000 compounds, 0.98% hits; AID 1347056;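 active means compounds whose plate-normalised and pattern-corrected inhibition of the luciferase reporter signal at the single screening dose is 50% or more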
* = called active by the depositor; · = not tested or not shown; & = joins results of further samples.

The first two entries as a preview:
Below each compound – NR5A2 inv ag	EBV LMP1 NFkB	SRC3 inh	NOD2 RIPK2 PPI	NR2F2 inh	Vif imaging	TROY NFkB inh	C8 TRAIL sens	NCOA2 inhibitor	NCOA1 inh	TLR9-MyD88 inh
COc1cc(/C=N/NC(=O)c2ccc3nc[nH]c3c2)ccc1O
  24	1	14	4	2	1	10	-5	13	3	4
NC(=O)N1c2ccccc2C=Cc2ccccc21
  -3&-22	-1&-5	17&7	0&-4	-7&7	-7&-1	6&-10	-5&-12	-2&24	-8&8	8&-14

The list itself, from the first entry:
Below each compound – NR5A2 inv ag	EBV LMP1 NFkB	SRC3 inh	NOD2 RIPK2 PPI	NR2F2 inh	Vif imaging	TROY NFkB inh	C8 TRAIL sens	NCOA2 inhibitor	NCOA1 inh	TLR9-MyD88 inh
COc1cc(/C=N/NC(=O)c2ccc3nc[nH]c3c2)ccc1O
  24	1	14	4	2	1	10	-5	13	3	4
NC(=O)N1c2ccccc2C=Cc2ccccc21
  -3&-22	-1&-5	17&7	0&-4	-7&7	-7&-1	6&-10	-5&-12	-2&24	-8&8	8&-14
O=C(Nc1ccc(Oc2ccc(NC(=O)c3ccco3)c(NC(=O)c3ccco3)c2)cc1)c1ccco1
  -40	6	-27	-5	4	11	-18	-23	-15	-6	-2
Cc1ccc(S(=O)(=O)N2CCC(C(=O)Nc3cccnc3)CC2)cc1
  8	2	23	-5	11	24	-3	-8	-9	7	-5
CC(C)(C)OC(=O)N1CCCN(C(=O)Nc2ccc(OC(F)(F)F)cc2)CC1
  5	-4	10	-7	5	-9	-1	13	4	-4	-10
O=C(CCSc1nc2ccccc2o1)N1CCOCC1
  -20	0	-63	1	5	1	1	2	-9	-29	-5
Cc1noc(C)c1COc1ccc(C(=O)Nc2cccnc2)cc1
  4	-4	-1	-6	-12	-4	-3	-24	-15	-25	-2
CC(C)(C)NC(=O)CN(C(=O)CS(=O)CC(=O)Nc1ccc(F)cc1)c1ccccc1 (stereo not drawn)
  -7	0	-10	0	-6	7	9	-2	6	2	-8
COC(=O)CNC(c1ccccc1)c1cc(C)ccc1NC(=O)c1cccc(Cl)c1 (stereo not drawn)
  27	0	18	8	-12	2	6	3	1	7	3
COc1n[nH]c(C(=O)NCc2ccccc2)c1[N+](=O)[O-]
  4	4	-2	-2	-4	-6	-21	1	-12	-5	-3
CC#CCc1cc2ccccc2c(=O)o1
  -2	4	21	0	-10	-4	-3	12	-23	-7	0
CCCCn1cnc(C(=O)OCC)c1N
  -18	2	-12	4	-13	1	-16	8	-5	-29	-1
COc1ccc(CN(C)C(=O)/C=C/c2ccc(S(=O)(=O)N3CCOCC3)cc2)cc1F
  23	9	-1	3	9	-1	18	-6	14	6	-7
Cn1c(Cn2cnc(Cl)c2Cl)nc2ccccc21
  -4	-1	14	-4	-5	-7	-18	-5	-4	13	-1
O=C1CCCCN1CCCC(=O)N1CCCC(Nc2ccc(F)cc2)C1 (stereo not drawn)
  7	1	9	2	5	24	-6	-9	-15	-20	7
CCC(=O)Nc1ccc(Oc2ccc3c(c2)C(=O)N(c2ccc(O)cc2)C3=O)cc1
  7	7	19	-4	-31	-11	4	-17	5	4	-15
c1ccc2cc3[nH]c(CN4CCOCC4)nc3cc2c1
  8	-2	-11	-1	-17	5	19	0	-20	-18	-5
CN(C)c1ccc(/C=C/c2ccc3ccccc3[n+]2C)cc1
  97*	22	70*	-5	72*	-32	63*	36	10	63*	-4
CCOC(=O)c1nn(-c2ccc(Cl)cc2C)ccc1=O
  1	-6	0	7	5	-4	4	-9	-15	-14	7
CC(=O)NS(=O)(=O)c1ccc(NC(=O)c2cc(-c3cccs3)nc3ccccc23)cc1
  9	-6	32	-1	-8	4	-3	0	4	20	10
O=C(Nc1cccc(S(=O)(=O)N2CCOCC2)c1)c1cc2ccccc2o1
  -1	-3	8	-8	-17	-10	-16	-2	5	3	1
Cc1cccc(C)c1OCC(=O)Nc1cccc(C(=O)O)c1
  -100	-3	-61	0	-40	-10	-60	2	-18	-93	-3
COc1ccc(N2c3ccccc3CN(Cc3ccccc3)[C@@H](C)[C@H]2Cc2cccnc2)cc1
  -18	-2	4	-12	-6	1	-2	35	8	8	3
N#CC1=C(N)Oc2c(ccc3cccnc23)C1c1ccncc1 (stereo not drawn)
  0	-4	12	7	1	2	9	5	-8	9	·
CSc1nc(N)c2c3c(sc2n1)CN(C)CC3
  10	1	-8	-5	-13	5	-18	-6	14	1	-3
COc1ccc(NC(=O)c2nc[nH]c2C(=O)N[C@H](C)c2ccccc2)cc1
  9	-4	-3	-4	9	8	-1	-14	4	-9	4
CCc1ccc2c(c1)NC(=O)C2(C)Cc1ccccc1OC (stereo not drawn)
  -7	·	13	3	-6	-10	6	14	3	16	·
OC(COCC1COc2ccccc2O1)CN1CCCCC1 (stereo not drawn)
  -1	6	6	-3	9	-4	-4	-6	9	-8	-1
Cc1nc(N/N=C/c2cccc(F)c2)cc(N2CCOCC2)n1
  10	-5	3	4	9	12	-14	-3	23	-1	-7
CC(=O)c1cc(C(=O)N2CCc3c([nH]c4ccccc34)C2C2CCCCC2)[nH]n1 (stereo not drawn)
  3	-5	-16	-6	-2	3	-21	1	26	-22	-2
O=C(COc1ccc(Cl)cc1)N(Cc1ccco1)C1CCS(=O)(=O)C1 (stereo not drawn)
  -7	-4	31	-5	8	-10	1	9	14	6	-2
COc1ccc(CNC(=O)CN(C(=O)CCC(=O)Nc2ccccn2)c2ccc(C)cc2)cc1
  -20	-10	-40	-7	-2	3	-28	0	12	-11	3
Cc1ccc(C)c(NC(=O)COC(=O)c2cc(=O)c3ccccc3o2)c1
  7	-4	-22	2	·	-12	-31	0	·	-2	-11
CC(=O)N1c2c(cc(Br)cc2S(=O)(=O)N2CCOCC2)CC1C (stereo not drawn)
  11	1	8	-5	3	63*	5	0	7	-19	3
[O-][N+]12CC[N+]([O-])(CC1)c1ccccc12
  27	-9	14	-5	12	5	-19	-12	12	5	-5
Nc1cccc2c1C(=O)N(C(=O)c1ccc(Cl)c(S(=O)(=O)N3CCCCCC3)c1)C2=O
  1	0	15	17	16	·	-27	-9	16	-11	28*
C#CCOc1ccccc1CNC1CCN(Cc2ccccc2)CC1
  -4	3	-18	-1	0	27	-4	4	-11	1	8
Cc1c(/C=N/NC(N)=O)c2ccccn2c1C(=O)c1ccc(F)cc1
  -11	3	-36	4	-4	-2	-7	-15	2	-19	-7
COc1ccc(-c2nc(SC(C)C(=O)c3c(N)n(C)c(=O)n(C)c3=O)n[nH]2)cc1 (stereo not drawn)
  -5	-7	3	0	17	-1	4	5	-8	-14	4
COc1cc(C(=O)COC(=O)c2cccs2)cc(OC)c1OC
  2	-1	-3	-6	-1	0	-3	2	-21	-11	2
c1ccc2c(-c3[nH]ncc3CNCCCn3ncc4ccccc43)cccc2c1
  -4	11	21	-6	20	·	24	8	1	9	5
CCc1ccc(OCC(=O)N2CC(C(=O)OC)Oc3ccccc32)cc1 (stereo not drawn)
  4	-4	4	-3	-15	38	-2	-10	2	-2	-15
CCN(CC)S(=O)(=O)c1ccc(N2CCOCC2)c(NC(=O)CCC2CCCCC2)c1
  9	-3	1	4	-11	-1	-15	-11	8	-16	-8
O=C(NC1CC2CCCC(C1)N2C(=O)N1CCCCC1)C1CCCCC1 (stereo not drawn)
  18	2	-8	-9	0	·	-9	-10	14	-38	-1
COc1cc(CNC2CCCCC2OC)cc(OC)c1 (stereo not drawn)
  2	3	1	-2	3	-1	-6	-1	-5	-6	-7
COc1cccc(CC(=O)Nc2ccc3c(c2)CCC3)c1
  -8	-8	-1	-7	-7	9	-12	-17	-7	-21	-3
CN1CCN(C(=S)c2cn(Cc3cccc(F)c3)c3ccccc23)CC1
  1	-10	5	-2	-5	-12	-11	3	0	0	13
O=C1NC(=O)C2(CCCCC2)N1
  -34	-18	-1	-14	1	3	-3	-9	2	-8	-12
COc1ccc(CNC(=O)Cc2csc(Nc3nc(=S)[nH]c4ccccc34)n2)cc1
  11	3	-20	2	-2	·	-6	-2	-2	-14	-6
O=C(Cn1cnc2c(nnn2Cc2ccccc2)c1=O)NCc1ccco1
  -31	-3	-24	-7	4	1	-12	-6	-22	-1	3
CC(C)(C)C(=O)Nc1ccc2oc(-c3cc(F)c(F)cc3Cl)nc2c1
  -146	-48	-98	-2	-45	8	-29	15	-89	-90	6
CC(C)N1C(=S)SC(C)(C)C1n1oc(=O)n(-c2cccc(Cl)c2)c1=O (stereo not drawn)
  22	-2	-2	-4	17	3	0	3	-13	-15	-14
CC(C)C[C@@H](CNCC(=O)[C@H](C)NC(=O)c1[nH]cnc1C(=O)N[C@H](CN)CC(C)C)NC(=O)c1nc[nH]c1C(=O)N[C@@H](C)C(=O)O
  -15	-4	4	-7	-6	2	-6	-2	2	-11	-2
CCOc1ccccc1NC1c2ccccc2C(=O)N1c1ccc(C)cn1 (stereo not drawn)
  -143	0	-35	-8	-31	-5	-6	-6	-50	-33	1
O=C(Nc1ccc(Br)cc1F)C1CCN(c2nnc(-n3cccc3)s2)CC1
  -5	5	19	-6	3	-3	-2	8	-22	-5	-5
CC(=O)c1ccc(NC(=O)CCS(=O)(=O)c2ccc3c(c2)n(C)c(=O)c(=O)n3C)cc1
  -3	-4	-39	4	·	9	-2	-4	·	1	1
COC(=O)C1(CO)NC(c2cccs2)C2C(=O)N(c3ccccc3)C(=O)C21 (stereo not drawn)
  6	3	8	-3	-3	19	-2	0	1	-11	-2
CC(C)CN(C(=O)CC(C)c1ccccc1)c1c(N)n(Cc2ccccc2)c(=O)[nH]c1=O (stereo not drawn)
  -8	6	-12	-4	0	24	30	-19	4	-5	0
O=C(Nc1ccc(Br)cc1)C1CC=CCC1C(=O)OCC1CCCO1 (stereo not drawn)
  -20	-2	9	-9	16	-3	-22	-5	-10	5	6
CC1(C)CC(=O)C(N=Nc2ccc(S(=O)(=O)N3CCCCCC3)cc2)=C(O)C1
  9	13	7	1	-16	3	8	9	-6	3	4

Carrying on:
Below each compound – NR5A2 inv ag	EBV LMP1 NFkB	SRC3 inh	NOD2 RIPK2 PPI	NR2F2 inh	Vif imaging	TROY NFkB inh	C8 TRAIL sens	NCOA2 inhibitor	NCOA1 inh	TLR9-MyD88 inh
CN(C)CCNCc1ccc(OC2CCCC2)cc1
  14	-3	-1	2	1	5	2	2	-1	-5	1
COC(=O)c1sc(NC(=O)CSc2nc3cccnc3n2C2CCCCC2)nc1C
  -7	-16	-3	0	-9	12	5	0	8	9	-6
O=C(CN1C(=O)NC2(CCOc3ccccc32)C1=O)c1ccc(F)cc1 (stereo not drawn)
  12	-1	-11	-1	8	3	1	29	11	-4	1
O=S(=O)(c1cccc(-n2cnnn2)c1)N1CCOCC1
  -3	-1	19	0	-7	-14	-8	6	-27	9	3
COc1cc(CNCc2ccccn2)ccc1OCc1ccccc1Cl
  6	10	7	-6	13	8	-15	14	16	-8	4
Cc1ccccc1C(=O)N1CCC(C(=O)O)CC1
  10	-3	15	2	-6	-8	1	11	-8	7	0
Cn1sc(NC(=O)c2cccc(Cl)c2)nc1=O
  -60	-5	-23	11	-19	-7	-35	8	-54	-48	4
CCCOc1ccc(C(=O)N2CCCc3ccccc32)cc1
  -14	1	5	-2	2	-6	-20	1	-16	-22	5

An excerpt; rates above refer to the full screens.
